Screening data (PubChem)
Anthrax LF inh2: inhibitors of Bacillus anthracis lethal factor protease | multiplex microsphere protease cleavage assay, LF | inhibition, % at 10 µM | P15917 | hit rate 0.12% among 360,000; note: plate controls were buffer without enzyme for full effect and enzyme alone for no effect
Target sequence (P15917 whole entry, looked up): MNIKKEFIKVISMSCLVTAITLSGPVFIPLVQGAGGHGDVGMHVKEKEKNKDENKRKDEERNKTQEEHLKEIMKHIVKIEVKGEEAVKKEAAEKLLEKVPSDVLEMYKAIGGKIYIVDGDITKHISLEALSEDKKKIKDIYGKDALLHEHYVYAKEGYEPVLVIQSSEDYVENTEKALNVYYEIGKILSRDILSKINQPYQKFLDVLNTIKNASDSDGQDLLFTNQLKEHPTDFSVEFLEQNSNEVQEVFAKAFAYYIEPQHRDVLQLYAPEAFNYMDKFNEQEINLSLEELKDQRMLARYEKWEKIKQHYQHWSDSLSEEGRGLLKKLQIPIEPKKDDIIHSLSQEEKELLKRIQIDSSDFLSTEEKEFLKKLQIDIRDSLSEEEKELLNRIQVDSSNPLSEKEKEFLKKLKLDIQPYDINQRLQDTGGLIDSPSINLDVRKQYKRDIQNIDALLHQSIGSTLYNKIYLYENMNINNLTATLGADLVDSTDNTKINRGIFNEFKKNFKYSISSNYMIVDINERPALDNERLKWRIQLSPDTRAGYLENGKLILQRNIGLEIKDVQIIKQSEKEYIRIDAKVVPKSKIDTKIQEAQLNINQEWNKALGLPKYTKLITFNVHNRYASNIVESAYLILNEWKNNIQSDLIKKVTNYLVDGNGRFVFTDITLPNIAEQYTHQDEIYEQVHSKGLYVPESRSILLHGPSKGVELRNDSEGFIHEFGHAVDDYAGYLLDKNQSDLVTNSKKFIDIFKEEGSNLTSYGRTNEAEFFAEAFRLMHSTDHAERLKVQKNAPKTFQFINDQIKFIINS
TcdB inh: inhibitors of Clostridioides difficile toxin B glycohydrolase; AID 652162; inhibition, % at 9.99 µM; TcdB glycohydrolase enzymatic assay, plate reader; hit rate 0.24% among 350,000; P18177; in the data active = inhibition above about 10%
CCHF vOTU inh: CCHFV vOTU protease inhibition; inhibition, % at 11.5 µM; Pep-AMC fluorescence; AID 651958; hit rate 0.55% among 370,000; in the data active = inhibition above about 30%; note: 0% = vehicle wells with enzyme and 100% = no enzyme wells
BoNT-A LC inh2: blocks Botulinum neurotoxin A light chain protease. hit rate 0.17% among 360,000. multiplex microsphere protease substrate cleavage, flow cytometry. inhibition, % at 10 µM; note: plate controls were buffer without enzyme for full effect and enzyme alone for no effect
Yp Topo-I inh: inhibitors of Yersinia pestis topoisomerase I; Y. pestis Topo-I cleavage product accumulation, plate reader; activity, % at 10 µM; hit rate 0.064% among 360,000; AID 504884; in the data active = activity above about 50%, passing the limit was not always enough; inconclusive = no clear call, values can overlap the other calls; note: inactives centre near 2
BoNT-F LC inh: inhibitors of Botulinum neurotoxin F light chain protease | Multiplex microsphere protease cleavage assay, flow cytometry | inhibition, % at 10 µM | hit rate 0.22% among 360,000 | AID 588497; in the data active = inhibition above about 35%, passing the limit was not always enough; inconclusive = no clear call, values can overlap the other calls; note: plate controls were buffer without enzyme for full effect and enzyme alone for no effect
PrPC TRFRET: reduces human prion protein on the cell surface. hit rate 0.43% among 370,000. inhibition, % at 13.8 µM. cell surface PrPC, TR-FRET read-out. P04156. AID 720596; in the data active = inhibition above about 24%; note: 0% = median of the test wells and 100% = reference compound wells
PfHsp40 yeast: restores yeast growth despite PfHsp40 toxicity | S. cerevisiae expressing PfHsp40, growth rescue, ATP luminescence | growth rescue, % at 12.5 µM | hit rate 0.68% among 340,000 | AID 504582; in the data active = growth rescue above about 28%, passing the limit was not always enough; inconclusive = no clear call, values can overlap the other calls;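 note: yeast W303a lacking pdr1 and pdr3 grown in galactose medium; growth measured after three days at 30 °C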
FadD28 binding: inhibitors of Mycobacterium tuberculosis FadD28 bisubstrate binding; FadD28 bisubstrate probe binding, fluorescence polarization; inhibition, % at 12.5 µM; hit rate 0.22% among 360,000; AID 588549; in the data active = inhibition above about 8.5%, passing the limit was not always enough; inconclusive = no clear call, values can overlap the other calls
The depositor's hits bear a star; ? = inconclusive; nt = no result given. Cut-off read from the data, not from the text of the source, unless noted: active = inhibition above about 30%; inconclusive = no clear call, values can overlap the other calls; inactive = below that.

Structure | Anthrax LF inh2 | TcdB inh | CCHF vOTU inh | BoNT-A LC inh2 | Yp Topo-I inh | BoNT-F LC inh | PrPC TRFRET | PfHsp40 yeast | FadD28 binding
O=C(CSc1nccn1Cc1ccc(F)cc1)Nc1ccc(F)cc1F | 0 | 2.7 | -4 | 0.4 | 4 | 2 | 3 | 0.7 | -1.7
O=C(N/N=C/C1CCCCC1)c1ccccc1-n1cccc1 | -3 | 0.7 | 0 | 6.5 | 17 | 13 | -2 | -0.9 | -2.0
O=C1CCCN1C1CCN(Cc2ccccc2)S(=O)(=O)N1 (stereo not given) | -6 | -0.1 | 4 | 0.1 | nt | 0 | -3 | nt | nt
Cc1ccc(-c2cc(C)nc3nc(N)nn23)cc1 | 1 | nt | -35 | 0.0 | 11 | 3 | 6 | 0.7 | -1.3
CC1(C)CN(c2ccccc2)N(C(=O)c2ccc(F)cc2)C1=O | 0 | 2.1 | nt | -1.1 | -2 | -11 | nt | -0.6 | -3.0
Cc1ccc(Cl)cc1N1CCN(S(=O)(=O)c2ccc3c(c2)oc(=O)n3C)CC1 | -1 | nt | -5 | -2.0 | 38 | -6 | -1 | 1.9 | -1.3
COc1ccc(NC(=O)c2sc(-c3ccccc3)nc2C)c(OC)c1 | -10 | 1.9 | 4 | 0.0 | 26 | 8 | 8 | -0.8 | -0.8
Cc1cccc(N2CCN(C(=O)c3cn4ccccc4n3)CC2C)c1 (stereo not given) | 0 | 1.3 | -21 | -1.0 | -8 | -6 | -1 | -0.4 | -3.0
O=[N+]([O-])c1cccc(/C=N/Nc2ccccn2)c1 | 0 | 1.0 | -11 | 0.5 | -5 | -3 | 1 | -0.3 | -0.2
O=C(Nc1ccc2c(c1)OCO2)C1(S(=O)(=O)c2ccc(Cl)cc2)CC1 | -3 | -4.8 | -5 | -3.4 | -5 | -8 | 8 | 1.7 | -0.8
CCOc1ccccc1N1CCN(C(=O)c2cc(C)oc2C)CC1 | -1 | 1.4 | nt | 0.2 | 14 | -8 | nt | -0.2 | -0.1
Cc1ccc(-c2csc3ncnc(Sc4nnc(CN5CCCCCC5=O)o4)c23)cc1 | -4 | nt | 9 | 0.0 | 7 | -1 | 9 | 2.0 | -3.8
O=C(Nc1ccccc1)N1CCN(c2nc(-c3ccccc3)ns2)CC1 | -3 | -1.5 | -8 | -1.0 | 3 | -11 | 13 | -0.7 | -0.1
O=C(NCCc1ccccc1)c1n[nH]c2ccccc12 | -1 | 0.8 | -2 | -0.5 | -11 | -2 | 8 | -0.3 | -3.9
CCCCN1C(=O)c2ccc(C(=O)OCC(=O)NCCc3ccc(S(N)(=O)=O)cc3)cc2C1=O | 1 | 0.2 | -21 | 0.1 | 2 | -4 | -6 | -0.2 | -0.9
CC(C)NC(=O)c1ccc2c(=O)n(C3CCCC3)c(=S)[nH]c2c1 | -5 | nt | -5 | 0.0 | 1 | 2 | 0 | 2.0 | 0.0
COc1ccccc1C(=O)NCC(=O)OCc1nnc(-c2ccccc2)o1 | 2 | -1.1 | -5 | 0.0 | 6 | -4 | 5 | nt | 0.6
CC(Oc1ccc(Br)cc1)C(=O)Nc1nc(-c2ccccn2)cs1 (stereo not given) | 2 | -0.3 | 21 | 3.3 | 11 | -8 | 7 | ? | -5.3
CS(=O)(=O)N(CC(N)=O)c1ccc2c(c1)OCO2 | 2 | nt | -6 | 0.2 | 3 | -4 | 1 | -0.9 | -3.0
CC1=C(C(=O)OCc2ccccc2)C(c2cccc3ccccc23)NC(=O)N1CCCC(=O)O (stereo not given) | -1 | -0.1 | -1 | -0.2 | 7 | -4 | -6 | 0.3 | -0.1

2 records picked at random from the list so far, as already listed:
Structure | Anthrax LF inh2 | TcdB inh | CCHF vOTU inh | BoNT-A LC inh2 | Yp Topo-I inh | BoNT-F LC inh | PrPC TRFRET | PfHsp40 yeast | FadD28 binding
O=C(CSc1nccn1Cc1ccc(F)cc1)Nc1ccc(F)cc1F | 0 | 2.7 | -4 | 0.4 | 4 | 2 | 3 | 0.7 | -1.7
Cc1ccc(-c2cc(C)nc3nc(N)nn23)cc1 | 1 | nt | -35 | 0.0 | 11 | 3 | 6 | 0.7 | -1.3

The list continues:
Structure | Anthrax LF inh2 | TcdB inh | CCHF vOTU inh | BoNT-A LC inh2 | Yp Topo-I inh | BoNT-F LC inh | PrPC TRFRET | PfHsp40 yeast | FadD28 binding
COc1ccc(C(=O)N2CCCC(Nc3ccc(C)c(C)c3)C2)c(OC)n1 (stereo not given) | -3 | 0.3 | -1 | -0.9 | 17 | 4 | 1 | 0.7 | -1.6
Fc1cccc(CCN2CCN=C2Nc2ccccc2)c1 | -8 | 1.1 | 0 | -0.5 | 3 | 2 | -5 | 8.7 | 0.5
Cc1cc(-c2nnc(SCC(=O)c3ccc(F)cc3)o2)no1 | 2 | 0.6 | -1 | 0.3 | 0 | -1 | -4 | -1.0 | -0.8
O=C(CCN1CCN(Cc2ccccc2)CC1)NNC(=O)Nc1cccc(Cl)c1 | 3 | 0.6 | 1 | -0.8 | -10 | 3 | -1 | 0.0 | -3.2
Cc1cc(NC(=O)CSc2nnc(C)n2-c2ccccc2C)no1 | 4 | 1.3 | -8 | -1.8 | 12 | -8 | 6 | -2.1 | 0.2
NC(=O)c1nn(CC(=O)Nc2cccc(S(=O)(=O)N3CCCC3)c2)c(=O)c2ccccc12 | -3 | 1.1 | -12 | -0.5 | -4 | -12 | -4 | 0.5 | -1.9
CC(=O)N1CCCc2cc(S(=O)(=O)NC(C(=O)NC3CCCCC3)C(C)C)ccc21 (stereo not given) | -3 | 0.7 | -8 | 0.1 | -2 | 1 | -2 | -1.3 | -2.5
CCN(c1cccc(C)c1)C1C(=O)c2ccccc2N1C(C)=O (stereo not given) | -5 | -0.6 | -17 | 0.9 | -1 | 15 | -6 | -0.9 | -0.6
CC12CCC(C(=O)NNC(=O)c3ccccc3)(OC1=O)C2(C)C (stereo not given) | -3 | 0.2 | -4 | -1.1 | 0 | 3 | 3 | -0.2 | nt
CN(CCc1ccccc1)C(=O)c1cccc(NC(=O)Cc2cccc(NC(=O)C3CCCN(C(=O)CCc4ccccc4)C3)c2)c1 (stereo not given) | -6 | 0.7 | 12 | 0.0 | -12 | -4 | 5 | -0.8 | -1.5
Cc1cc(Br)c2c(c1)/C(=C/C(=O)c1cccs1)C(=O)N2 | -2 | 0.5 | 6 | -1.2 | -16 | -1 | 3 | nt | -3.7
COc1ccc(C(C)=O)cc1CSc1nc2cc(Cl)ccc2o1 | -1 | nt | 6 | -0.4 | 15 | -12 | 6 | 0.4 | -1.9
Cc1cc(C)c(S(=O)(=O)n2ccc3ccccc32)c(C)c1 | 0 | nt | -11 | -1.3 | 29 | -28 | -3 | 1.5 | -6.2
O=C(NC1CCC(O)CC1)c1ccc(-c2ccc(Cl)cc2)o1 (stereo not given) | 1 | -2.7 | 0 | 0.3 | -8 | -4 | -7 | 2.0 | -3.2
Cc1c(C(=N)C(C#N)C#N)c(=N)oc2c1ccc1ccccc12 | -5 | 0.6 | -1 | 1.8 | 1 | 3 | -9 | -0.1 | -2.4
Cc1cc2nc(C3CCN(C(=S)NCC(C)C)CC3)[nH]c2cc1C | -2 | -1.2 | 7 | 0.0 | -3 | -3 | 4 | -0.1 | -10.0
CC(=O)O/N=C/c1c(C)c(C=O)n2ccccc12 | -3 | 1.7 | 27 | 1.3 | 6 | -8 | -17 | 0.5 | -1.2
C=CCn1c(COc2ccccc2C)nnc1SCC(=O)O | -3 | nt | 16 | -0.3 | 0 | 0 | 6 | 0.0 | -1.0
COc1ccc(S(=O)(=O)NCCc2c[nH]c3ccc(C)cc23)cc1 | 10 | 0.0 | 0 | 0.8 | -2 | 19 | 9 | 1.1 | -1.3
Cc1cc(C)nc(N/N=C/c2cc(Br)ccc2O)n1 | -7 | 0.9 | -1 | -1.2 | -7 | 0 | 1 | -1.8 | -1.2
COc1cccc(NC(=O)N2CCc3nc(Nc4cc(Cl)cc(Cl)c4)ncc3C2)c1 | -3 | 0.2 | -14 | -0.2 | -10 | -4 | 6 | nt | -12
COc1ccccc1-c1nnc(-c2ccc(N3CCOCC3)cc2)o1 | 0 | nt | -10 | 0.3 | 19 | -6 | 5 | -1.6 | -1.8
CCCCN1C(=N)N([C@@H](CCC)CN2CCC[C@H]2CN2C(N)=NC[C@@H]2Cc2ccccc2)C[C@H]1Cc1ccccc1 | -2 | 0.0 | 4 | -0.3 | 18 | -18 | 8 | 2.1 | -1.2
CCN1C(=O)C2C(c3cccc(F)c3)NC(CC)(C(=O)OC)C2C1=O (stereo not given) | -1 | nt | 13 | -0.5 | -8 | 1 | 4 | 0.0 | -1.9
COc1ccc(/C=C/C(=O)OCC(=O)N2CCCC2)c(OC)c1 | 4 | 1.9 | 1 | 1.0 | 7 | 4 | -10 | -0.7 | -1.3
CCC(=O)Nc1c(-c2ccc(OC)cc2)c(=O)c2ccccc2n1C | -6 | nt | -15 | 0.2 | -5 | -20 | 2 | -0.1 | 2.0
COc1nc(N(C#N)CC(N)=O)nc(N2CCCC2)n1 | 2 | nt | 3 | -2.3 | 10 | -3 | 11 | 0.2 | -3.7
COc1ccccc1N(CN1CCCC1=O)C(=O)c1ccccc1F | -4 | nt | 7 | 0.1 | 6 | 2 | 3 | -0.7 | -0.4
CC1([N+](=O)[O-])COP(=O)(Nc2ccc(F)cc2)OC1 (stereo not given) | -3 | -0.2 | 9 | -0.1 | 3 | -8 | 2 | 0.3 | -4.7
O=C(c1ccccc1NS(=O)(=O)c1cccs1)N1CCOCC1 | -4 | nt | -1 | 0.7 | -1 | 1 | 5 | -0.8 | -2.8
Cc1cccc2cc(CN(CC3CCCO3)C(=O)c3cnccn3)c(=O)[nH]c12 (stereo not given) | -5 | nt | 1 | 0.3 | -2 | -4 | 2 | 0.6 | -0.1
CCOC(=O)CSc1nc2ccccc2c(=O)n1CC1CCCO1 (stereo not given) | -2 | nt | -3 | -0.2 | 5 | -5 | -3 | 0.1 | -1.5
CCCCNC(=O)CSc1nnc(-c2c[nH]c3ccccc23)n1CC1CCCO1 (stereo not given) | 0 | 1.0 | nt | -0.2 | 13 | 0 | nt | -0.8 | -0.1
O=C(Nc1ccc2nn(-c3ccccc3)nc2c1)c1ccc2c(c1)OCO2 | 5 | nt | -5 | ? | 0 | 29 | 6 | 0.1 | -0.1
O=C(COC(=O)c1ccco1)Nc1ccc(Cl)cn1 | -2 | 1.0 | 2 | 0.0 | -4 | -1 | 8 | 3.1 | -0.1
CC(/C=C/c1ccco1)=N\NC(=O)c1cc(C)[nH]n1 | -5 | nt | -10 | ? | -5 | 0 | -1 | -0.4 | -4.9
O=C(CN1C(=O)NC2(CCCCCCC2)C1=O)NCc1ccc(Cl)cc1 | nt | -9.5 | 17 | nt | -4 | nt | 12 | -0.4 | -3.1
COc1cccc(C(C#N)NCCCNC(C#N)c2cccc(OC)c2OC)c1OC (stereo not given) | -4 | 0.8 | 4 | -0.1 | 1 | -3 | 3 | -0.1 | -1.3
CCN(Cc1ccccc1)C(=O)C1CCN(CC2CC=CCC2)CC1 (stereo not given) | 2 | nt | -1 | 1.3 | -3 | 4 | -7 | 0.7 | -2.1
COC(=O)CN1C(=S)N(C)C(=O)/C1=C/c1cccs1 | -2 | 2.7 | -1 | 0.0 | 0 | -2 | 1 | 1.5 | -0.4
NC(=O)NC(CC(=O)NNC(=O)c1ccccn1)c1ccccc1Cl (stereo not given) | 4 | 0.4 | -14 | -1.3 | 0 | -4 | 0 | -0.4 | -3.9
COc1ccc(/C(N)=N/OC(=O)C2CCC(=O)N2S(=O)(=O)c2ccc(C)cc2)cc1 (stereo not given) | -1 | nt | 0 | -0.4 | 0 | -2 | -6 | 2.7 | 1.9
O=C(NCc1ccccc1)c1cccc2c(-c3cccnc3)coc12 | -1 | 0.3 | -10 | -0.2 | 5 | -4 | 11 | nt | -5.1
